BRCT inh red – qHTS Assay for Inhibitors of BRCT-Phosphoprotein Interaction (Red Fluorophore) | BRCT-phosphopeptide binding, red fluorescence polarization | 75,000 compounds, 0.03% hits | Potency, µM (series often up to 76.9 µM), without a hit: at the top dose activity change, negative = inhibition, actives largely listed as inhibitors | Breast cancer type 1 susceptibility protein (Homo sapiens), P38398; note: % is set by controls: 0 for no effect and ±100 for the full control effect
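Rhodamine-labelled pBACH1 10-mer (100 nM) bound to BRCT domain (100 nM) at pH 7.3; compounds incubated 12 min room temperature, polarization read. Free peptide defines full inhibition; unlabelled decapeptide titrated as control.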
Caspase-1 inhib – qHTS Assay for Allosteric/Competitive Inhibitors of Caspase-1; Caspase-1 enzyme, Ac-WEHD-AFC fluorogenic rate; AID 900, 2007; P29466; Potency, µM (top dose mostly 57.5 µM), inactives show at the top dose activity change, negative = inhibition, most hits filed as inhibitors; 75,000 compounds, 0.03% hits;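 note: potency is the fitted concentration of half-maximal effect; plate controls were vehicle for no effect and no substrate for full effect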
Target sequence (P29466 120-297 limits assumed): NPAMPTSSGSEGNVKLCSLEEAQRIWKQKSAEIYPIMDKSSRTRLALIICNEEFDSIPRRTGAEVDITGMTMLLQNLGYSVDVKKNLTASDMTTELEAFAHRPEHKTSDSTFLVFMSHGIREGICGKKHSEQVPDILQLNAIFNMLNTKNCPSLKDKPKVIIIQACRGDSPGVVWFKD
Target sequence (P29466 317-404 limits assumed): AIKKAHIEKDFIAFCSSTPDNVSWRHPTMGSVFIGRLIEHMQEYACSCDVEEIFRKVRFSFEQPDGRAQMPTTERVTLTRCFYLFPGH
A350 autofl – qHTS Assay for Spectroscopic Profiling in A350 Spectral Region. AID 590, 2007. Compound autofluorescence, 340/450 nm, Alexa 350 dye-equivalents; stronger effect = higher value. max dye-equivalent concentration, M. 59,000 compounds, 11% hits; in the data active = max dye-equivalent concentration above about 10 nM; inconclusive = mostly about 1.1 nM to 9.6 nM
Tau fil binding – qHTS Assay for Tau Filament Binding. AID 596, 2007. recombinant tau filaments, thioflavin S fluorescence, 15 h; filaments grown with octadecylsulfate alongside compound. Microtubule-associated protein tau (Homo sapiens), P10636. 71,000 compounds, 2% hits. Potency, µM (top dose mostly 57.1 µM), without a hit: at the top dose activity change, negative = inhibition;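 note: potency is the fitted concentration of half-maximal effect; % is set by controls: 0 for no effect and ±100 for the full control effect; actives lower thioflavin S fluorescence by blocking filaments or displacing dye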
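Thioflavine S fluorescence (ex 450, em 510 nm) reports filaments formed from 1 uM human tau plus 30 uM ODS over 15 h at 37 C (10 mM HEPES pH 7.4, 100 mM NaCl, 5 mM DTT); compounds displacing dye or blocking filaments lower signal.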
FLuc inh – qHTS Assay for Inhibitors of Firefly Luciferase; Luciferin 4-monooxygenase (Photinus pyralis), P08659; AID 411, 2009; Potency, µM (doses to about 57.1 µM), without a hit: at the top dose activity change, negative = inhibition, actives largely listed as inhibitors; 72,000 compounds, 2.2% hits; purified firefly luciferase, luminescence, 8 min; note: potency is the fitted concentration of half-maximal effect; % is set by controls: 0 for no effect and ±100 for the full control effect; nearly all actives have a fitted effect of over 40% in size
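qHTS concentration-response profiling: light output of P. pyralis luciferase with luciferin and 10 uM ATP, imidazole buffer pH 7.2. Read by luminescence after 8-min room-temperature incubation.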
Caspase-7 inhib – qHTS Assay for Allosteric/Competitive Inhibitors of Caspase-7; Potency, µM (titrated, usually from 57.5 µM), inactives show at the top dose activity change, negative = inhibition, most hits filed as inhibitors; recombinant caspase-7, Ac-DEVD-AFC fluorescence rate; 75,000 compounds, 0.02% hits; P55210; active = well fitted inhibition curve with a large enough effect in the main read-out, with a control signal flat, not every such curve was filed as active; inconclusive = small, poorly fitted or top-dose-only effect, or a change in a side signal; note: potency is the fitted concentration of half-maximal effect; % of control where 0% means no effect
Target sequence (P55210 24-198 limits assumed): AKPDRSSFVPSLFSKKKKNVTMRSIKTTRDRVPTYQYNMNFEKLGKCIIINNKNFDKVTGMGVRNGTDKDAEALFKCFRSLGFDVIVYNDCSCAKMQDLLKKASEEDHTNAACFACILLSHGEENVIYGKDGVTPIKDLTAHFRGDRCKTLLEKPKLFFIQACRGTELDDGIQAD
Target sequence (P55210 207-303 limits assumed): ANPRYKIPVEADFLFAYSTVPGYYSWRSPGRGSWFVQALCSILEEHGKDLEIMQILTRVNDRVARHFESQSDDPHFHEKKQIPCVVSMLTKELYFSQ
CRE-bla Fsk – Cell signaling CRE-BLA (Fsk stim) | CHO CRE-bla reporter (cAMP response element driving beta-lactamase), forskolin EC10, beta-lactamase ratio | Potency, µM (titrated, usually from 38.2 µM), inactives show at the top dose activity change, negative = inhibition, usual class: activators | 71,000 compounds, 2.5% hits | AID 662, 2007; active = well fitted activation curve with a large enough effect in the signal ratio, with a control signal flat, not every such curve was filed as active; inconclusive = small, poorly fitted or top-dose-only effect, or effect the other way, or a change in a side signal; the % refers to the signal ratio; note: potency is the fitted concentration of half-maximal effect; % of control where 0% means no effect
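Modulation of forskolin-driven signalling is measured in CHO cells carrying a CRE-controlled beta-lactamase reporter. Cells are stimulated with EC10 NKH 477 in the presence of titrated compound for 3 h at 37 °C, then loaded with CCF4 for 2 h at room temperature.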
USP2a inh – qHTS Assay for Inhibitors of Ubiquitin-specific Protease USP2a | USP2a enzymatic assay, qHTS inhibition | Ubiquitin carboxyl-terminal hydrolase 2 (Homo sapiens), O75604 | AID 927, 2007 | Potency, µM (doses to about 38.3 µM), inactives show at the top dose activity change, negative = inhibition, hits mostly inhibitors | 60,000 compounds, 0.1% hits;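 note: potency is the fitted concentration of half-maximal effect; nearly all actives have a fitted effect of over 60% in size; plate controls were DMSO for no effect and NEM full inhibition control for full effect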
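USP2 core (20 nM final) was preincubated with compound for 30 min at RT in 20 mM Tris-HCl pH 8.0, 2 mM CaCl2, 2 mM beta-mercaptoethanol; Ub-PLA2 (20 nM) plus NBD C6-HPC (20 uM) then added, fluorescence read after 2.5 h.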
HEK293 cAMP ctrl – qHTS Assay for Agonists of the Thyroid Stimulating Hormone Receptor: Activators of Intracellular cAMP Concentrations in Parental HEK 293. Potency, µM (highest dose often 57.1 µM), for inactives: at the highest dose activation, hits mostly activators. AID 938, 2007. parental HEK293 CNG cAMP sensor, membrane potential fluorescence. 73,000 compounds, 2.5% hits; note: potency is the fitted concentration of half-maximal effect; % of control where 0% means no effect; nearly all actives have a fitted effect of over 55% in size
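Parental HEK 293 cells stably expressing a cAMP-gated CNG channel were loaded with membrane potential dye containing 100 uM RO 20-1724 for 60 min. Compound added for 30 min; depolarization read as fluorescence intensity at 590 nm.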
BRCT PPI green – qHTS Assay for Inhibitors of BRCT-Phosphoprotein Interaction (Green Fluorophore); BRCA1 BRCT-phosphopeptide binding, green fluorescence polarization; Potency, µM (highest dose often 76.9 µM), inactives show at the top dose activity change, negative = inhibition, usual class: inhibitors; 75,000 compounds, 0.05% hits;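 note: potency is the fitted concentration of half-maximal effect; plate controls were peptide without protein for full effect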
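Fluorescence polarization: His-tagged BRCT (~35 kDa BRCA1 C-terminus, 250 nM) bound to 100 nM fluorescein-labeled phosphorylated 10-aa BACH1 peptide, pH 7.3 phosphate buffer with DTT and Tween 20. Compounds incubated 12 min at room temperature; inhibition read as lowered polarization.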
ERK AVP block – qHTS Assay for Inhibitors of the ERK Signaling Pathway using a Homogeneous Screening Assay | Potency, µM (top dose mostly 57.5 µM), for the others: top-dose activity, negative = inhibition, hits mostly inhibitors | HEK293-V1b, vasopressin-stimulated pERK AlphaScreen | 72,000 compounds, 0.99% hits; note: potency is the fitted concentration of half-maximal effect; % is set by controls: 0 for no effect and ±100 for the full control effect; nearly all actives have a fitted effect of over 55% in size
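HEK293 cells stably expressing V1b receptor, preincubated 30 min at 37 °C with compound, then stimulated 5 min with 25 nM vasopressin. Phospho-ERK by AlphaScreen SureFire after 5 h RT; normalized to DMSO and vasopressin; AC50 by Hill fit.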
Numbers without * were called inactive; i = inactive; u = inconclusive; x = not tested or not shown; [ ] = another dose, or the depositor's remark. Unless noted, calls come from the whole dose curve; as a rule, active = well fitted curve in the direction sought with a large enough effect; inconclusive = small, poorly fitted or top-dose-only effect, or another doubt; inactive = no such curve, though single readings can be large; an effect the other way counts as inactive or inconclusive. Random draw from the library. About 16% of those tested had a hit in this group.

mol	BRCT inh red	Caspase-1 inhib	A350 autofl	Tau fil binding	FLuc inh	Caspase-7 inhib	CRE-bla Fsk	USP2a inh	HEK293 cAMP ctrl	BRCT PPI green	ERK AVP block
CCOCCCNC(=O)CSc1ccccc1	-0.4%	0%	i	1%	1%	2%	-3%	0%	2%	-1.9%	-7%
CCCNc1nc(N2CCOCC2)nc(N2CCOCC2)n1	0.1%	-2%	x	14%[11.4 µM]	0%	0%	u	9%[7.66 µM]	2%[11.4 µM]	-1.6%	-8%
O=C(CSc1nc2c(cnn2-c2ccc(F)cc2)c(=O)[nH]1)N1CCCCC1	-3.2%	-4%	x	20%	-2%	1%	u	x	7%	0.7%	x
COc1cccc(NC(=O)N2CCN(c3ccc(C(F)(F)F)cn3)CC2)c1	0.2%	-3%	i	7%	7%	-1%	17%	-4%	13%	-3.3%	u
CC(=O)c1c(C)[nH]c(C(=O)COC(=O)CNS(=O)(=O)c2ccccc2)c1C	0.3%	0%	i	3%	1%	-1%	7%	0%	-2%	-1.4%	-11%
CCCCc1c(O)nc(SCC(=O)NCC2CCCO2)[nH]c1=O (stereo unspecified)	0.9%	2%	i	0%	2%	-6%	u	-1%	5%	-0.5%	-13%
CN(CCCC(=O)Nc1ccncc1)S(=O)(=O)c1ccc(Cl)cc1	-1.0%	0%	i	16%	3%	1%	-6%	5%	28%	0.3%	5%
CCOc1ccc(C)cc1S(=O)(=O)NC1CCCCC1	0.1%	0%	i	-20%	6%	-1%	-7%	2%	18%	0.9%	2%
c1ccc2c(N3CCNCC3)nc(-c3ccoc3)nc2c1	-0.8%	-5%	i	-24%	2%[2.29 µM]	-2%	14%	-8%	-9%	-0.3%	-17%
CC(=O)c1c(C)[nH]c(C(=O)OCn2nnc3ccccc3c2=O)c1C	2.3%	1%	i	69%	1%	1%	u	0%	-10%	0.6%	-15%
C=CCn1c(SCC(=O)NCCCC)nc2scc(-c3ccco3)c2c1=O	-3.0%	-5%	u	148%	-11%	-22%	u	0%	u	-0.4%	19%
COc1cc(C/C=C/c2ccccc2)c(OC)cc1O	0.4%	0%	x	x	x	-2%	x	14%	x	-3.2%[3.08 µM]	13%
O=C(C1CCN(S(=O)(=O)c2cccc3cccnc23)CC1)N1CCN(c2ccccn2)CC1	0.2%	2%	i	-1%	3%	1%	u	10%	13%	-1.3%	6%
COc1cc(C(=O)Nc2ccc3c(c2)OCCO3)ccc1-n1cnnn1	-0.4%	2%	u	4%	-2%	9%	2%	7%	-3%	-1.9%	-19%
Cc1cc(C(=O)Nc2c(C)nn(Cc3c(Cl)cccc3Cl)c2C)no1	0.0%	-1%	i	-8%	0%	-2%	u	5%	5%	-3.2%	22%
CCOC(=O)COc1cccc2c(=O)n(CC(=O)NCc3ccc4c(c3)OCO4)ccc12	-0.6%	1%	x	27%	2%	2%	13µM*	x	16%	-1.6%	x
S=c1[nH]nc(COc2ccc3c(c2)OCO3)n1-c1ccccc1	-0.1%	2%	i	15%	-1%	-2%	-1%	-4%	4%	-0.7%	-20%
O=C(CSc1nc2ccccc2o1)Nc1ccccc1N1CCCCCC1	-1.0%	-3%	i	-11%	1%	-2%	u	-20%	29%	-0.3%	37%
COc1ccc(NC(=O)C(C)Oc2ccc(/C(C)=N\O)cc2)cc1 (stereo unspecified)	-0.7%	-1%	u	-3%	0%	0%	-5%	8%	8%	-0.4%	-6%
N#Cc1cn(Cc2ccccc2)c2ccccc12	0.1%	-2%	i	-16%	3%	-4%	5%	-2%	u	2.6%	-21%

(further entries)
mol	BRCT inh red	Caspase-1 inhib	A350 autofl	Tau fil binding	FLuc inh	Caspase-7 inhib	CRE-bla Fsk	USP2a inh	HEK293 cAMP ctrl	BRCT PPI green	ERK AVP block
Cc1ccc2c(CC(=O)NCC3COc4ccccc4O3)coc2c1 (stereo unspecified)	-1.1%	-3%	u	-14%	-2%	-2%	-6%	37%[activator]	u	0.8%	-4%
COCC(=O)Nc1nc2n(n1)C(c1ccccc1Cl)CC(c1ccc(OC)cc1)N2 (stereo unspecified)	-0.4%	-7%	u	-9%	1%	-7%	10%	28%	0%	-2.3%	-19%
CCOC(=O)c1c(C)[nH]c(C(=O)Nc2ccc3c(c2)OCO3)c1C	-0.4%	1%	i	-12%	13µM*	-2%	5%	24%	-6%	-2.2%	21%
CCN1CCN(c2ncnc3c2oc2nc(C(C)C)c4c(c23)CCC4)CC1	0.6%	0%	i	30%	-1%	0%	11%	-2%	24%	1.3%	-14%
COCCN(CCOC)C(=O)CCn1c(=O)oc2ccccc21	-0.7%	1%	i	7%	1%	1%	3%	2%	6%	-0.7%	0%
CCOc1ccccc1N1CCN(S(=O)(=O)c2ccc3c4c(cccc24)C(=O)N3)CC1	-0.7%	-8%	i	16µM*	1%	-11%	u	25%	-13%	-0.1%	-18%
CCOCCCn1c(=S)[nH]c2cc(C(=O)N3CCN(C)CC3)ccc2c1=O	-1.6%	4%	u	-5%	0%	-1%	-6%	0%	u	-1.9%	-15%
CCn1c(CSc2nc(C)cs2)nc2cc(S(=O)(=O)N(C)C)ccc21	0.4%	0%	u	2%	-2%	-7%	9%	3%	24%	-0.4%	6%
COc1ccc(C(=O)Nc2nnc(-c3ccccc3)o2)cc1OC	-1.7%	-1%	i	15%	-1%	0%	16%	0%	16%	-1.0%	3%
CN(C)c1ccc(C2N3CC4(C)CN2CC(C)(C3)C4O)cc1 (stereo unspecified)	0.2%	2%	x	-15%	1%	0%	-1%	x	1%	-0.2%	-3%
N#Cc1nc(Cc2cccc3ccccc23)oc1N1CCC(C(N)=O)CC1	-0.1%	-1%	i	7%	2%	0%	-1%	1%	-8%	-0.6%	1%
COCCn1c(=O)c(-c2cn(C)c3ccccc23)nc2cnc(N3CCNCC3)nc21	-1.2%	u	i	400%	0%[11.4 µM]	-26%	u	111%[activator]	-7%	0.0%	9%
COc1ccc(OC)c(S(=O)(=O)N2CCCc3ccccc32)c1	-0.1%	-1%	x	13%	0%	-1%	-1%	0%	u	-0.4%	11%
CSc1nnc(-c2ccc(S(=O)(=O)N3CCCC3)cc2)n1C	-1.2%	1%	i	2%	1%	-6%	1%	-2%	2%	-2.4%	-17%
CC(Sc1nnc(-c2ccc(Cl)cc2)n1C)C(N)=O (stereo unspecified)	-0.7%	2%	i	11%	0%	2%	-5%	0%	-3%	-0.4%	-11%
COC(=O)c1ccc(CSc2nnnn2Cc2ccccc2)cc1	-0.4%	0%	i	8%	0%	-6%	3%	0%	u	-0.3%	17%
COc1ccc(C2CC(c3ccc(Br)cc3)Nc3nc(N)nn32)cc1 (stereo unspecified)	-0.7%	-2%	i	-2%	2%	-1%	-6%	29%	-1%	-1.8%	-20%
O=C(NCc1cn2ccsc2n1)c1c(F)cccc1Cl	0.3%	-3%	x	7%	0%	2%	-11%	x	-10%	-1.6%	x
CC(C)CC(=O)Nc1cccc(-c2cn3ccsc3n2)c1	1.4%	0%	i	11%	16µM*	0%	31%	15%	0%	2.0%	16µM*
COc1cc2c(cc1NC(=O)C1CCCO1)oc1ccccc12 (stereo unspecified)	-0.4%	-4%	i	30%	-25%	-2%	u	-3%	9%	-0.2%	-17%
Cc1ccc(Cn2c(=O)c3ccccc3n3c(SCC(=O)N4CCCCC4C)nnc23)cc1 (stereo unspecified)	0.7%	4%	i	4%	3%	0%	u	27%	u	-0.8%	23%

Source: PubChem BioAssay
